# Screening data deposited in PubChem BioAssay by several laboratories.
# CSM14.1 death rescue: rescue of cells from ER stress-induced death, primary screen, 384-well, CSM14.1, thapsigargin, ATP luminescence (AID 1222); cellular ATP content (survival), % at 20 µM, or EC50 in µM where a hit was titrated; 190,000 tested, under 10 active; CSM14.1 thapsigargin-induced death rescue, ATP luminescence; higher % means a stronger effect;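 active = EC50 below 50 µM in the dose-response confirmation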;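 also: death triggered by thapsigargin at about 15 µM added after 2 h compound pretreatment; cell ATP read after overnight thapsigargin exposure of roughly 18 to 22 hours; normalized against plate controls of thapsigargin alone and 5% DMSO vehicle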
# SIAH1 antagonists: Siah-1 peptide-binding antagonists, primary screen, biochemical, fluorescence polarization, rhodamine-plectin, uHTS (AID 1817); E3 ubiquitin-protein ligase SIAH1 (Homo sapiens); Siah-1 / rhodamine-plectin peptide fluorescence polarization; higher % means a stronger effect; displacement, % at 20 µM, or IC50 in µM where a hit was titrated; hit rate 0.02% among 290,000;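 active = displacement of at least 50% at 20 µM, with a fluorescence ratio check between 0.3 and a set limit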;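 also: plate controls were Siah plus tracer with DMSO for no effect and tracer alone without Siah for full effect; strong numbers were not always called active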
# XIAP displacement: XIAP antagonists, biochemical, IAP family, fluorescence polarization (AID 1018); hit rate 0.007% among 200,000; XIAP BIR domain, fluorescence polarization peptide displacement; higher % means a stronger effect; displacement, % at 20 µM; hits with a dose series show IC50 in µM; E3 ubiquitin-protein ligase XIAP (Homo sapiens); in the data active = displacement above about 50%; also: a part of the inactive calls stands beside numbers as strong as those of hits
# M17LAP inhibition: P. falciparum M17LAP inhibitors, primary screen, biochemical, fluorogenic H-Leu-NHMec substrate, 1536-well (AID 1619) | inhibition, % at 30 µM; hits with a dose series show IC50 in µM | Leucine aminopeptidase (Plasmodium falciparum (isolate 3D7)) | recombinant M17LAP, H-Leu-NHMec fluorogenic kinetic assay; higher % means a stronger effect | hit rate 0.38% among 220,000;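 active = compound inhibiting the enzyme by more than half at any dose during confirmatory dose-response retesting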;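 also: plate controls were full reaction with DMSO carrier for no effect and no enzyme background for full effect; strong numbers were not always called active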
# Lipid droplet: inhibitors of hepatocyte lipid droplet formation, primary screen, imaging, high-throughput imaging, BODIPY stain; hit rate 0.4% among 240,000; AML12 mouse hepatocytes, oleate lipid droplets; inhibition, % at 6.5 µM;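 active = lipid droplet intensity inhibited by at least 50%, with more than 500 cells counted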
#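 Technique: fluorescence imaging, 20x objective, two fields per well / Assay system: AML12 hepatocytes (mouse) / Measure: % inhibition of lipid droplet signal / Doses: 6.5 µM single-point dosing / Incubation: overnight exposure / Reagent: 100 µM oleic acid challenge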
# LYP inhibition: inhibitors of LYP phosphatase, biochemical, fluorescence intensity, uHTS (AID 1779) | Tyrosine-protein phosphatase non-receptor type 22 (Homo sapiens) | recombinant LYP phosphatase, fluorescence intensity; higher % means a stronger effect | inhibition, % at 11.5 µM; hits with a dose series show IC50 in µM | hit rate 0.054% among 290,000;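 also: plate controls were vehicle with enzyme for no effect and no enzyme for full effect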
# AID2073: inhibitors of Mint1-CaV2.2 protein interaction, biochemical, HTRF (AID 2073); one-dose inhibition, % at 20 µM; IC50 in µM for titrated hits; HTRF protein-protein interaction, Mint1-CaV2.2; higher % means a stronger effect; hit rate 0.19% among 290,000; Voltage-dependent N-type calcium channel subunit alpha-1B (Homo sapiens); in the data active = inhibition mostly above about 51%, no sharp cut-off; also: some results filed as inactive read as strong as hits
# P. falciparum M1AAP: P. falciparum M1AAP inhibitors, biochemical, fluorogenic H-Leu-NHMec substrate, 1536-well (AID 1445). Aminopeptidase N (Plasmodium falciparum (isolate 3D7)). recombinant M1AAP, H-Leu-NHMec fluorogenic kinetic assay; higher % means a stronger effect. inhibition, % at 30 µM; hits with a dose series show IC50 in µM. hit rate 0.42% among 220,000;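 active = primary inhibition above the hit cutoff, then over 50% inhibition at one or more dose response concentrations, cut at about 23% in these data, passing the limit was not always enough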;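 also: plate controls were DMSO full reaction for no effect and no enzyme background for full effect; strong numbers were not always called active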
# HEK293 NOD2/NF-kB: NOD2 signaling inhibitors, cell-based, luminescence, uHTS, HEK293 (AID 1566); HEK293 NOD2/NF-kB luciferase reporter, luminescence; higher % means a stronger effect; hit rate 0.63% among 290,000; one-dose inhibition, % at 4 µM; EC50 in µM for titrated hits; also: many of its hits are not listed in these tables
# Lipid droplet cells 6.5 µM: second read-out of Lipid droplet, no call of its own (marks repeat the call); cell count; measured here: cell count, cytotoxicity flag;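 cells counted across two imaged fields per well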
# Active calls of the source: *; / = not tested or not shown. Rule as the data show it, unless noted: active = inhibition above about 50%; inactive = the rest. Some of the compounds tested; rates above refer to the full screens.
SMILES,CSM14.1 death rescue,SIAH1 antagonists,XIAP displacement,M17LAP inhibition,Lipid droplet,Lipid droplet cells 6.5 µM,LYP inhibition,AID2073,P. falciparum M1AAP,HEK293 NOD2/NF-kB
CC(=O)Nc1cccc(NC(=O)c2cc(Cl)ccc2Cl)c1,-0.7%,21%,1.2%,10%,0,756,-9%,17%,12%,16%
O=C(CNC(=O)Cc1ccccc1)NCC(=O)OCc1ccc(C(=O)c2ccccc2)cc1,-2.0%,-4%,-4.0%,0%,/,/,-8%,3%,2%,-10%
Cc1ccc(C(C(=O)NCCc2ccccc2)N(C(=O)c2csnn2)C2CC2)o1 (stereo not drawn),-1.1%,-6%,-0.9%,4%,/,/,-11%,2%,1%,11%
CN1CCN(CC(=O)Nc2ccc(OCc3ccccc3)cc2)CC1,-1.6%,0%,-8.5%,1%,9,792,-5%,-3%,6%,-12%
COc1ccc(S(=O)(=O)N2CCC(C(=O)N3CCCCC3)CC2)cc1Cl,-5.0%,4%,-2.8%,8%,8,665,-8%,-2%,4%,13%
C/C(=N/NC(=S)Nc1ccccc1)c1ccc2c(c1)OCO2,0.2%,-2%,-8.0%,-6%,4,543,-5%,-25%,6%,-33%
COc1ccc(C(=O)CSc2nnc(CN3CCCCC3)n2-c2ccc(Cl)cc2)cc1OC,5.5%,4%,-4.7%,-3%,-6,622,0%,-6%,2%,27%
Cn1c(SCc2ccc(Cl)cc2)nnc1C1CC1,0.6%,1%,-7.1%,17%,-29,648,-9%,-2%,0%,8%
O=C(O)Cc1csc(NC(=O)CSc2cccc(C(=O)O)n2)n1,/,9%,/,-7%,5,691,-2%,-1%,2%,10%
CC(=O)c1cccc(N=Nc2c(C)[nH]c3ccccc23)c1,1.8%,-8%,-2.7%,-8%,2,653,-5%,4%,1%,-9%
COc1ccc2c(COC(=O)c3cccc(S(=O)(=O)NCC(C)C)c3)cc(=O)oc2c1,/,2%,/,/,-10,752,1%,21%,/,8%
C=CCNC(=O)c1cc2cccc(OC)c2oc1=O,-1.7%,2%,-4.0%,13%,14,610,1%,22%,7%,1%
COc1ccc(CNC(=O)CSc2ncn[nH]2)cc1,-2.9%,2%,-6.8%,43%,2,796,3%,15%,18%,-3%
C=CCOC(=O)C1=C[C@@H](c2ccc(C(F)(F)F)cc2)[C@H](CCCO)[C@@H](OCC)O1,7.9%,17%,-2.4%,-3%,-15,629,1%,13%,7%,7%
CCOC(=O)CSC1=NC(=O)/C(=C\c2ccc(OC(C)=O)cc2)S1,2.8%,-6%,-5.0%,19%,/,/,-1%,-36%,37%,-100%
CC(C)(C)NC(=O)NC(=O)COC(=O)c1ccco1,-2.2%,0%,-5.7%,-1%,/,/,0%,8%,4%,-21%
COc1ccc(N(CC(=O)NC2CCCC2)C(=O)c2csnn2)cc1,-2.2%,5%,-2.7%,-2%,23,749,-5%,0%,4%,14%
CCC1CO/C(=C(\C(Cl)=C(Cl)Cl)[N+](=O)[O-])N1 (stereo not drawn),-0.3%,-5%,-3.5%,32%,6,697,-7%,-11%,7%,12%
CCOC(=O)c1cc(-c2ccc(OC)cc2F)nc2c1c(C)nn2CCC#N,1.2%,5%,-5.3%,-1%,/,/,0%,49%,13%,4%
CCOCCc1nnc(NC(=O)c2cccc(F)c2)s1,-0.2%,-1%,-3.4%,-5%,/,/,-8%,0%,-2%,-10%
O=C(NCC1CCN(Cc2ccccc2F)CC1)C1CCCN(c2ncnc3c2nc2n3CCCCC2)C1 (stereo not drawn),/,-5%,/,/,-3,691,-10%,10%,/,11%
O=C(NCc1ccccc1Cl)C1CCC(=O)N(CCCN2CCCC2=O)C1 (stereo not drawn),/,-1%,/,/,14,709,-2%,22%,/,20%
COc1ccc(N2CCN(CC(O)COC(c3ccc(F)cc3)c3ccc(F)cc3)CC2)cc1 (stereo not drawn),/,6%,/,/,-3,713,-3%,-12%,/,2%
Cc1cccc(OCC(=O)NC(C)C(=O)N/N=C/c2c(OCc3ccccc3)ccc3ccccc23)c1 (stereo not drawn),-2.3%,-1%,-11%,-9%,18,701,5%,19%,4%,-63%
CCOC(=O)c1cc2c(ccn2-c2ccc(F)cc2)n1CC(=O)N(CC)CC,3.0%,1%,-13%,32%,10,694,2%,13%,5%,-18%
COc1ccc(C(=O)NCc2nnc(SCC(=O)Nc3cc(C)on3)o2)cc1OC,1.3%,-5%,-0.6%,3%,26,638,-5%,16%,6%,-8%
CCOC(=O)Cn1cc(/C=C/[N+](=O)[O-])c2ccccc21,0.3%,0%,0.9%,2%,4,536,-4%,-10%,5%,-5%
CCOC(=O)CC1C(=O)NCCN1C(=O)c1ccc(Cl)cc1 (stereo not drawn),/,5%,/,/,/,/,-8%,-5%,/,8%
CC(=O)c1cccc(NC(=O)c2ccc(S(=O)(=O)N3CCCC3)cc2)c1,/,8%,/,/,-20,744,-5%,-1%,/,-2%
CCN(CC(=O)NCCc1ccccc1)S(=O)(=O)c1ccccc1,-0.6%,1%,-3.5%,-2%,-15,716,0%,-8%,4%,-14%
Cc1nnn(C23CC4CC(CC(C4)C2)C3)n1,0.2%,-6%,-7.9%,-9%,2,738,-8%,-18%,-5%,-4%
O=C(CSc1nnc2ccc(-c3ccccc3)nn12)NCC1CCCO1 (stereo not drawn),0.2%,-4%,-2.2%,6%,20,721,-9%,29%,-1%,12%
O=C(NCc1cccc(F)c1)C1CCN(S(=O)(=O)Cc2ccccc2)CC1,0.7%,4%,-1.7%,9%,/,/,-11%,10%,1.7µM*,9%
O=C(O)c1ccc2c(c1)C(=O)N(c1cc([N+](=O)[O-])ccn1)C2=O,/,10%,/,/,12,406,-8%,6%,/,3%
CN(C(=O)c1ccccc1)c1nc2ccccc2s1,-2.8%,9%,-6.8%,4%,/,/,-4%,-7%,7%,-177%
COc1ccccc1-c1nnc(NC(=O)c2cccc(N3C(=O)CCC3=O)c2)o1,-4.1%,-2%,-1.2%,26%,-10,588,-4%,6%,1%,23%
Nc1nc(N)nc(COc2ccccc2)n1,-1.1%,-8%,-8.6%,-3%,20,650,-7%,-6%,3%,-13%
Cc1nc2c(-c3ccccc3)c(C)[nH]n2c(=O)c1Cl,-2.3%,0%,0.9%,-2%,-11,718,-6%,11%,2%,30%
CC(C(=O)N1CCCC1)c1ccc([N+](=O)[O-])cc1 (stereo not drawn),-1.0%,0%,-4.3%,-5%,-5,661,-8%,1%,-4%,13%
COc1ccc(Cl)cc1N1CC(c2nc3ccccc3[nH]2)CC1=O (stereo not drawn),4.2%,0%,-5.6%,1%,-38,674,-3%,-2%,3%,10%
COC(=O)/C=C1\N/C(=N\c2nc(C)cc(C)n2)N(c2ccc(C)c(C)c2)C1=O,-2.0%,0%,28%,30%,-11,370,-9%,5%,14%,4%
COc1cccc(-c2noc(-c3ccoc3C)n2)c1,-7.6%,13%,-1.1%,-9%,-2,683,-2%,-6%,3%,-28%
S=c1[nH]nc(-c2ccncc2)n1/N=C/c1cn(-c2ccccc2)nc1-c1ccc(Cl)cc1,/,17%,/,2%,-28,681,-6%,-2%,3%,9%
CCOc1ccc2nc(SCC(=O)NCc3ccc4c(c3)OCO4)[nH]c2c1,-1.3%,2%,-3.9%,6%,-5,541,-5%,-1%,-5%,-6%
CC1CCCCC1NC(=O)CC1Oc2ccccc2NC1=O (stereo not drawn),-1.4%,-2%,-6.4%,2%,/,/,-4%,0%,0%,-3%
O=C1C2CCCN2C(c2ccc(F)c(F)c2)N1c1cccc(Cl)c1 (stereo not drawn),-0.5%,2%,-7.0%,-1%,/,/,-4%,-3%,0%,-4%
CCCOC(=O)CCCCCCCCC(O)CN1CCCCC1 (stereo not drawn),-0.2%,-4%,-2.9%,2%,-10,699,-5%,-14%,-1%,0%
COc1ccccc1N(CC(=O)N/N=C/c1ccc(C(=O)O)cc1)S(=O)(=O)c1ccc(C)cc1,/,1%,/,4%,-23,682,-2%,7%,1%,26%
CCn1c2ccccc2c2cc(NC(=O)c3cccc(OC)c3)ccc21,-1.7%,4%,-0.3%,-3%,12,656,1%,16%,4%,-27%
CC1=NN(c2ccccc2)C(=O)/C1=C/c1cccs1,-0.3%,2%,-8.9%,2%,1,649,0%,6%,8%,21%
CCN1C(=O)CC(NC2CCN(C(=O)c3ccc(F)cc3)CC2)C1=O (stereo not drawn),/,4%,/,/,7,705,-6%,-5%,/,-6%
COc1ccccc1N1CCN(C2CCCN(C(=O)c3ccoc3C)C2)CC1 (stereo not drawn),/,7%,/,/,-2,814,-2%,-8%,/,-12%
Cc1nc2ccc(NC(=O)N3CCSCC3)cc2nc1C,0.3%,0%,0.5%,-27%,-17,708,-9%,20%,7%,-2%
COc1ccc(C(=O)NCc2csc(-c3cccs3)n2)cc1,/,2%,/,1%,27,611,-8%,5%,0%,12%
COC(=O)c1c(NC(=O)CN2CCN(S(=O)(=O)c3ccccc3[N+](=O)[O-])CC2)sc2c1CCC(C)C2 (stereo not drawn),3.6%,17%,0.6%,-18%,8,618,2%,8%,5%,2%
CCC(=O)Nc1ccc(C(=O)NCCCn2ccnc2)cc1,0.9%,-4%,-14%,1%,-1,730,-9%,-3%,2%,-1%
CCCCNC(=O)COC(=O)CNC(=O)c1cc(Cl)cc([N+](=O)[O-])c1,-0.3%,-3%,-4.1%,11%,-8,661,-6%,0%,1%,9%

# Complete entries, looked up by structure:
# Shown for COC(=O)c1c(NC(=O)CN2CCN(S(=O)(=O)c3ccccc3[N+](=O)[O-])CC2)sc2c1CCC(C)C2 (stereo not drawn) → CSM14.1 death rescue: 3.6%; SIAH1 antagonists: 17%; XIAP displacement: 0.6%; M17LAP inhibition: -18%; Lipid droplet: 8; Lipid droplet cells 6.5 µM: 618; LYP inhibition: 2%; AID2073: 8%; P. falciparum M1AAP: 5%; HEK293 NOD2/NF-kB: 2%
# Shown for CCn1c2ccccc2c2cc(NC(=O)c3cccc(OC)c3)ccc21 → CSM14.1 death rescue: -1.7%; SIAH1 antagonists: 4%; XIAP displacement: -0.3%; M17LAP inhibition: -3%; Lipid droplet: 12; Lipid droplet cells 6.5 µM: 656; LYP inhibition: 1%; AID2073: 16%; P. falciparum M1AAP: 4%; HEK293 NOD2/NF-kB: -27%
